FLuc act counter = affects firefly luciferase, flagging false hits in luciferase stimulation screens. 200,000 tested, under 10 active. ATPlite luciferase biochemical, luminescence, 10 min; 0 = ATP-free wells, 1 = DMSO control. activation factor at 10 µM;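 active means luciferase activation factor, scaled between plate controls, of at least 2 with compound at 10 µM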
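Assay system: Luciferase/luciferin reagent mix; Medium: PBS as buffer for the ATP substrate; Dosing: test compounds dosed from 2 mM stocks in 100% DMSO; Times: 10 min, room temperature; Signal: luminescence from luciferase reaction; Read-out: luciferase activation; Controls: No-ATP low control, compound-free enzyme-plus-ATP high control.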
bIAP act = increases bovine intestinal alkaline phosphatase activity; purified bovine IAP, CDP-star luminescence, 30 min; hits give high values; fold of DMSO-control signal, blank-subtracted; activation factor at 20 µM; 200,000 tested, 0.17% active; AID 1016;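 active means activation factor of 2 or more at 20 µM, a signal rise over negative controls twice the positive control's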
TNAP inh no acc = inhibitors of human TNAP without phosphate acceptor; purified TNAP, CDP-star luminescence, 30 min; inhibition, % at 20 µM; 200,000 tested, 0.26% active; AID 1012;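 active means tissue-nonspecific alkaline phosphatase inhibition above about 50% at 20 µM in the single-dose screen, limit read from the data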;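 further: 0% = DMSO negative control and 100% = EDTA positive control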
Target sequence (P05186 whole entry, looked up): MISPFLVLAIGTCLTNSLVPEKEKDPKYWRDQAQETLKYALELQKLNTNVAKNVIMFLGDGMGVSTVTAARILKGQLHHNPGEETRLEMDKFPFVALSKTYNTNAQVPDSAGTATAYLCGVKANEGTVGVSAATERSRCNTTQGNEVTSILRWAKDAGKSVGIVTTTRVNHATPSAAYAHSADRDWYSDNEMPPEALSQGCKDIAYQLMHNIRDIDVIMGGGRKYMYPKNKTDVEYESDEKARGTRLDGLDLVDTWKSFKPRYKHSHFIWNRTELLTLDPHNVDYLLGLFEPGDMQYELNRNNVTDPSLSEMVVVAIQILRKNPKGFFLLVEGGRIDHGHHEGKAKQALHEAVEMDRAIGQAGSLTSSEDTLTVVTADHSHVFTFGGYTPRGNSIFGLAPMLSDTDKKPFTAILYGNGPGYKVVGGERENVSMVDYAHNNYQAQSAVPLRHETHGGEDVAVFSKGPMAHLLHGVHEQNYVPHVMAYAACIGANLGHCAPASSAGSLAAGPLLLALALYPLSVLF
APP 5'UTR act = activates APP 5'UTR luciferase reporter; SH-SY5Y APP 5'UTR luciferase reporter, luminescence; zero percent = DMSO vehicle wells; activation, % at 2 µM; 190,000 tested, 1% active;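 active means activation above a set limit, based on mean plus 3 SD of controls, cut at about 140% in these data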; further: values of inactives mirror those of a sister screen read the other way
TNAP inh hi DEA = inhibitors of human TNAP at high phosphate acceptor concentration | purified TNAP, CDP-star luminescence, 1 M DEA | inhibition, % at 20 µM | AID 1135 | P05186 | 200,000 tested, 0.03% active;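 active means over 50% inhibition of tissue-nonspecific alkaline phosphatase at 20 µM in the single-dose screen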;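 further: plate controls were DMSO wells for no effect and EDTA-quenched wells as full inhibition for full effect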
FLuc inhib CS = counter-screen for luciferase assay inhibitors: firefly luciferase inhibition | P08659 | ATPLite firefly luciferase biochemical luminescence, 10 min | inhibition, % at 10 µM | 200,000 tested, 1.5% active | AID 1006;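 active means inhibition above about 50% when tested at 10 µM, limit read from the data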
PMI act hi M6P = PMI (human) activation, high substrate | activation factor at 20 µM | coupled PMI enzyme assay, resazurin fluorescence, 20 min; hits give high values; 1 = untreated enzyme, 0 = substrate-free blank | P34949 | 190,000 tested, 0.34% active | AID 1216;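 active means activation factor of 2 or more at 20 µM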
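Test system: human PMI in coupled enzyme assay; Input: PMI at 15 ng/mL final; Medium: HEPES buffer, pH 7.4; Schedule: 20 min incubation at room temperature; Technique: resorufin fluorescence at Ex 544/Em 590 nm; Compound: 20 µM single dose; Probe or stimulus: Near-saturating mannose-6-phosphate, 1.0 mM.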
TNAP act hi DEA = TNAP (human) activation, high acceptor | P05186 | purified TNAP, CDP-star luminescence, 1 M DEA, 30 min; hits give high values; 0 = EDTA background, 1 = DMSO-only activity | activation factor at 20 µM | 200,000 tested, under 10 active;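 active means activation factor at least 2 at 20 µM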
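system = human TNAP | amount = enzyme diluted 1/800 final | reagent = 100 µM CDP-star substrate | signal = luminescent substrate turnover signal | dosing = one dose, 20 µM | benchmarks = EDTA negative control, DMSO positive control | measure = activation factor | timing = 30 min reaction, room temperature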
NF-kB neuron act = NF-kB expression increase, human neuronal cells. NF-kB reporter expression; hits give high values. fold change at 12.5 µM. 190,000 tested, 1.6% active. AID 1239; in the data active means fold change above about 3.3
PMI act = increases human mannose-6-phosphate isomerase activity. P34949. purified human PMI, coupled resazurin fluorescence, 20 min; hits give high values; 1 = vehicle control, 0 substrate-free wells. activation factor at 20 µM. 190,000 tested, 0.005% active. AID 1214;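 active means activation factor of 2 or more at 20 µM, relative to plate controls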
Numbers without * were called inactive; nt = no result given. Compounds as they come; overall some 3.6% were active at least once.

Each structure is followed by: PMI act hi M6P	TNAP inh no acc	APP 5'UTR act	TNAP inh hi DEA	FLuc inhib CS	NF-kB neuron act	bIAP act	TNAP act hi DEA	FLuc act counter	PMI act
CCc1c(C)nc(N2CCOCC2)[nH]c1=O
    1	-2	20	2	2	1.4	1	1	1	0.9
CCOC(=O)CSC1=C(C#N)C(c2sccc2C)C(C(C)=O)=C(C)N1 (stereo not given)
    0.8	-11	-11	-4	-6	1.2	1	1	1.1	0.8
Cc1ncoc1C(=O)N1CCc2c([nH]c3ccccc23)C1C(C)(C)C (stereo not given)
    1	-13	-13	-8	-7	0.79	1	1.1	1.1	0.9
Cn1c(N)c(N2CCCCC2)c(=O)n(CC(=O)Nc2ccc(Cl)c(Cl)c2)c1=O
    1	-7	8	-4	-4	0.9	0.8	1	1	0.8
O=C(NCC1CCCO1)NC12CC3CC(CC(C3)C1)C2 (stereo not given)
    1	-16	-6	-8	-5	1.1	1	1.1	1	1
CCCCn1c(=O)[nH]c(=O)c2c1nc(-c1ccccc1F)n2Cc1ccccc1OC
    1	-16	12	-4	-7	0.77	1.1	1	1.1	1
CCCCCOc1ccc(NC(=O)CSc2cccc3cccnc23)cc1
    0.9	-6	-2	-1	-1	0.91	1.4	1	1	1
COc1ccc(/C=N/NC(=O)CCc2c(C)n[nH]c2C)cc1OC
    1	-5	-6	-2	-1	1.1	1.2	1	1	0.9
Cc1ccccc1OCC(=O)N/N=C/c1ccc2c(c1)OCCO2
    0.9	6	nt	3	19	1.3	0.7	1	0.8	0.8
Cn1cc(CN2CCC(C(=O)N3CCCCC3)CC2)c(-c2ccccc2F)n1
    1	-4	8	-8	0	1.3	1	1.1	1	0.9
O=C(O)C1CCCN(S(=O)(=O)c2ccccc2)C1 (stereo not given)
    1.2	2	-8	0	-3	1.1	1	1	1	1.2
Cc1nc(CSc2nnc(N)s2)cs1
    0.9	-9	18	3	-2	1	1	1	1	1
CC(=O)CCn1c(=O)n(CCC(C)=O)c(=O)n(CCC(C)=O)c1=O
    1.1	-8	5	-4	0	nt	1	1	1	1
Cc1ccnc(NC(=O)c2ccoc2C)c1
    1.1	-6	34	-1	18	1.7	0.9	1	0.8	1.1
CCN1CCN(S(=O)(=O)CC2(C)C3CCC2(C)C(=O)C3Br)CC1 (stereo not given)
    0.9	-6	9	-4	-2	1	1.4	1	1	0.9
COc1ccc(NC(=O)c2c(NC(=O)CNCc3ccco3)sc3c2CCC3)c(OC)c1
    0.9	-15	20	-8	-11	1.1	1.1	1.1	1.1	0.9
COCc1cc(C)n(CC(=O)Nc2ccccc2OC)c(=O)c1C#N
    1	-10	16	-6	-5	1.4	0.9	1.1	1.1	1
COc1ccc(C(=O)NCc2nnc(SCC(=O)Nc3nc4ccccc4s3)o2)cc1
    1.1	1	-3	-2	-8	1.1	1	1	1.1	1.1
O=C(NC(=S)Nc1ccccc1Cl)c1csnn1
    1.2	1	7	-6	2	1.1	0.9	1.1	1	1.1
CC/C(=N\O)c1ccc(O)c(OC)c1
    1	-11	-18	-4	0	0.92	0.9	1	1	1
Cc1ccc2[nH]c3c(c2c1)CN(C(=O)CN1CCN(c2ccccc2F)CC1)CC3
    0.8	-1	3	-3	-1	2.5	1	1	1	1.1
Cc1ccc(C(=O)N/N=C/C2=Cc3ccccc3OC2C)cc1 (stereo not given)
    1	-11	36	1	40	1.1	0.9	1	0.6	0.9
COc1ccccc1N(CC(O)COc1ccccc1)S(=O)(=O)c1ccccc1 (stereo not given)
    0.9	-4	-12	-6	-5	1.1	0.9	1.1	1	0.9
CCOC(=O)CNC(=O)CSc1nc(NCc2ccccc2)nc(N(C)C)n1
    1	-14	-5	-5	-4	1.1	1	1	1	0.9
Cc1ccc(/C=N/NC(=O)CCCOc2ccc(Cl)cc2Cl)cc1
    0.9	2	-5	0	-7	1.1	0.8	1	1.1	0.9
Cc1ccc(NS(=O)(=O)c2cc(C(=O)N3CCN(C)CC3)ccc2C)cc1
    1	-15	nt	-2	-6	1.5	1	1	1.1	1
Cc1ccc(C(=O)Nc2ccc(NC(=O)c3cccs3)cc2)cc1[N+](=O)[O-]
    1	-2	-5	-5	-8	1.4	1.1	1.1	1.1	1
COc1ccccc1C1NC(=O)CS1 (stereo not given)
    1.1	-16	2	-5	-1	1.2	1	1	1	1.1
CCCN(CCC)CCCNC(=S)Nc1ccc2nc(N3CCN(C)CC3)cc(C)c2c1
    0.9	0	4	-2	-6	1	1.1	1	1.1	1
Cc1ccc(S(=O)(=O)N=C2SCCCS2)cc1
    1	-4	3	3	1	1.4	0.7	1	1	1
COc1ccccc1NS(=O)(=O)c1cccc(C(=O)OCC(=O)Nc2cc(C)on2)c1
    0.9	-14	-11	-2	-7	0.87	0.9	1	1.1	0.9
CCOC(=O)c1oc2ccc(S(=O)(=O)n3nc(-c4cc(OC)c(OC)c(OC)c4)cc3N)cc2c1C
    1	-6	-36	-2	-3	1.1	1.2	1	1	1
COc1ccc(NC(=O)CN2C(=O)C(C)SC(C)C2=O)cc1 (stereo not given)
    1	11	13	10	2	1.1	1	0.9	1	1
Cc1nc(NC(=O)c2oc3ccccc3c2C)sc1C(=O)N(C)C
    0.9	0	43	2	18	2.1	1.1	1	0.8	1
COc1cc(OC)nc(NC(=O)CN2CCN(c3ccc(F)cc3)CC2)n1
    0.9	-12	5	-6	-5	1.1	1	1.1	1.1	0.9
COc1cc2c(cc1OC)C(c1cccc([N+](=O)[O-])c1)NC(=O)C2 (stereo not given)
    1	-10	-3	-3	-9	1.2	1	1	1.1	1
CCOc1cc(C2NC(=O)NC(C)=C2C(=O)NCc2ccccc2)c(Cl)cc1O (stereo not given)
    1	-5	-2	-3	-5	1.4	1	1	1	1
Cc1cccn2c(=O)c3cc(C#N)c(=NC(=O)c4ccncc4)n(CCCOC(C)C)c3nc12
    2*	15	2	0	-1	0.68	1.1	1	1	1.7
CCc1ccc(CN(C)Cc2nc(Cc3cccc(C(F)(F)F)c3)no2)nc1
    0.9	-10	23	-7	-4	0.99	1.2	1.1	1	1
COc1ccc(C(=O)Nc2ccccc2C(=O)NC(Cc2ccc(O)cc2)C(=O)NNC(=O)c2ccccc2Cl)cc1 (stereo not given)
    0.9	-96	-10	1	22	0.52	0.9	1	0.8	0.8
Cc1cc(C)c(S(=O)(=O)Nc2ccc(-c3cn4ccccc4n3)cc2)c(C)c1
    1	-4	-6	-1	-4	0.9	1	1	1	0.9
COC(=O)CCC(NC(=O)OCc1ccccc1)C(=O)NC(CC(C)C)C(=O)OC (stereo not given)
    1	1	5	-4	-8	1.4	1	1	1.1	1.1
COCCOC(=O)c1sc2nc[nH]c(=O)c2c1C
    0.8	-18	-6	-4	-5	0.8	1	1	1.1	1
Nc1nnc(N2CCCCC2)s1
    0.9	-6	-8	-2	-3	1.2	0.6	1	1	1
O=C(CN1CCN(Cc2ccccc2Cl)C1=O)NC1CCCCCCC1
    1	-12	-21	-8	-5	0.99	1.1	1.1	1.1	1
Cn1c(Cc2ccc3c(c2)OCO3)nnc1SCC(=O)NC(C)(C)C
    0.9	0	9	-1	-6	0.87	1.2	1	1.1	0.9
CC(=O)c1ccc(NC(=O)CSc2ccc(-c3ccc4c(c3)OCO4)nn2)cc1
    1	2	45	4	15	1.2	1.1	1	0.9	0.9
Cc1cc(NC(=O)CC23CC4CC(C2)CC(CC(=O)Nc2cc(C)on2)(C4)C3)no1
    1	7	-17	5	-1	1.2	0.9	0.9	1	0.9
Cc1ccc(C(=O)CC(c2cccs2)S(=O)(=O)c2ccc(C)cc2)cc1 (stereo not given)
    1	-10	56	0	8	1.3	0.9	1	0.9	1
COc1cc(C(=O)O/N=C2\CCCc3c2ccc(OC)c3[N+](=O)[O-])cc(OC)c1OC
    0.9	-1	1	-3	-4	1.2	0.9	1	1	1.2
CC(C)c1ccc(C(=O)NC(=S)NCc2cccnc2)cc1
    1	-9	18	0	9	1.1	1.1	1	0.9	1
CNC(=S)N/N=C/c1cn(Cc2c(F)cccc2Cl)c2ccccc12
    1	-4	6	-4	-7	0.98	0.9	1	1.1	1
CCOC(=O)C1=C(C)Nc2ccccc2N=C1NC(=O)Cc1ccc(Cl)c(Cl)c1
    1	-9	11	-10	-6	1.1	0.9	1.1	1.1	1
Cc1ccc(NC(=O)CSc2nnnn2-c2ccc3c(c2)OCO3)cc1C
    1.1	-7	-2	0	-1	0.7	0.9	1	1	1.1

Screening results (PubChem)
